# Source: PubChem (National Center for Advancing Translational Sciences (NCATS))
# PKM2 act: activators of human pyruvate kinase M2; purified PKM2, Kinase-Glo ATP luminescence, activation; response scale: 0% is enzyme alone, no compound; Potency, µM (titrated, usually from 57.5 µM), for the others: at the highest dose activation, most hits filed as activators; 0.34% of 260,000 active; AID 1631; further: potency means the concentration at half of the fitted maximal effect; on the % scale 0 is the no-effect control and ±100 the full control effect; nearly all actives have a fitted effect of over 55% in size
# Target sequence (P14618 whole entry, looked up): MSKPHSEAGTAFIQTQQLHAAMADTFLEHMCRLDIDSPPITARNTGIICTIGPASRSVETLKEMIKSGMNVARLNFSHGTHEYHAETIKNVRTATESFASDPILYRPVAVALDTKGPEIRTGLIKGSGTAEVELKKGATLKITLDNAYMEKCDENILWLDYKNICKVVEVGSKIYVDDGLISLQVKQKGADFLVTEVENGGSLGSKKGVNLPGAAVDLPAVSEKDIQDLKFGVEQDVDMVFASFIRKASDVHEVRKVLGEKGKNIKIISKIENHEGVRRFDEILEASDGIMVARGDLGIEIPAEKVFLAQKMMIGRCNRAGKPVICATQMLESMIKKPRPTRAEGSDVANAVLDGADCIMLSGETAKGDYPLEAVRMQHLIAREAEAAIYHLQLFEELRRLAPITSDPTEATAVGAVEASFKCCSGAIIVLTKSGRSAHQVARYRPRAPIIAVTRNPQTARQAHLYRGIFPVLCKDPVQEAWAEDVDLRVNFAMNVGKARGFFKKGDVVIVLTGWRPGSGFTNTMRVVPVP
#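 Purified hPK-M2 (>95% pure) converted ADP (0.1 mM final) to ATP with 0.5 mM PEP in 50 mM imidazole pH7.2, KCl, MgCl2, Tween 20, BSA; 1 h at room temperature. ATP detected by Kinase-Glo luminescence.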
# USP2a inh: inhibitors of human ubiquitin-specific protease USP2a; O75604; USP2 core, Ub-CHOP2 coupled fluorogenic reporter, 485/531; Potency, µM (top dose mostly 38.3 µM), for the others: at the highest dose activity change, negative = inhibition, usual class: inhibitors; 0.01% of 330,000 active;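 further: potency means the concentration at half of the fitted maximal effect; plate controls were DMSO wells for no effect and full inhibition by NEM control for full effect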
#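 Deubiquitinase activity read as fluorescence (485/531 nm) after Ub-CHOP2 cleavage activates the enterokinase reporter on its substrate; USP2 core 10nM, Ub-CHOP2 and substrate 25nM each, 30min compound preincubation then 60min RT; data normalized to NEM, curves fitted.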
# GALK inh: galactokinase (human) inhibition; Purified GALK, Kinase-Glo residual ATP luminescence; 0.007% of 270,000 active; P51570; Potency, µM (highest dose often 57.5 µM), for inactives: top-dose activity change, negative = inhibition, hits mostly inhibitors; AID 1868; further: potency means the concentration at half of the fitted maximal effect; on the % scale 0 is the no-effect control and ±100 the full control effect
# Target sequence (P51570 whole entry, looked up): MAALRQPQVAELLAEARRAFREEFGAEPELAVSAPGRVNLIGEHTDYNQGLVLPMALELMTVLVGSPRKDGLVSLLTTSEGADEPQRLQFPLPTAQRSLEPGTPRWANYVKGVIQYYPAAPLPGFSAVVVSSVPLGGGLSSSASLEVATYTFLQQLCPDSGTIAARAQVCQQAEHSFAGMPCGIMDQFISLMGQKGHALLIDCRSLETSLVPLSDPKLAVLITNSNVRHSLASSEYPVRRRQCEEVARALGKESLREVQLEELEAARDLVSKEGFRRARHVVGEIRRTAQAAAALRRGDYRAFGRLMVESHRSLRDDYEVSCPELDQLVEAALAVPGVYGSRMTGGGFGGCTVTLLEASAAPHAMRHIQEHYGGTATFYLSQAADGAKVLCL
#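 Luminescence from leftover ATP (Ultra-Glo luciferase/luciferin) served as read-out after a 1 h room-temperature reaction of 5 nM GALK with 35 uM ATP and 100 uM galactose.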
# BCR signal inh: blocks chronic active B-cell receptor signaling. ABC-DLBCL IkBa-CBG/CBR reporter, luminescence ratio, 4 h. Potency, µM (highest dose often 46.1 µM), inactives show at the highest dose ratio change, negative = lower green/red ratio, hits mostly inhibitors. 0.05% of 340,000 active. AID 493014; active means well fitted inhibition curve with a large enough effect in the signal ratio, with a control signal flat, not every such curve was filed as active; inconclusive means small, poorly fitted or top-dose-only effect, or effect the other way, or a change in a side signal; the % refers to the signal ratio;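 further: potency means the concentration at half of the fitted maximal effect; plate controls were basal doxycycline-induced cells for no effect and cells given 10 µM MG132 for full effect; MG132 reads +100%, hits lower the ratio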
#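 Concentration-response series (up to 46 uM) were applied to TMD8 dual-reporter cells for 4 h at 37C with doxycycline. Green/red ratio, after filter-overlap correction, defined %Activity; red signal alone was normalised to basal cells and zero luminescence.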
# hERG WT inh: blocks the wildtype human KCNH2 potassium channel | U2OS, BacMam KCNH2, thallium flux FluxOr; hits give low values | activity change, % at 1.84 µM | 0.37% of 340,000 active | AID 720551;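 active means maximum activity change below -70%; inconclusive means maximum activity change between -70% and -50%; inactive means maximum activity change above -50%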; further: on the % scale 0 is the no-effect control and ±100 the full control effect
#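 U2OS cells transduced with wild-type KCNH2 virus are loaded with FluxOr dye for 45 min, and thallium flux is measured in kinetic reads before and after stimulation buffer. Rate constants are normalized to DMSO controls.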
# Eya2 phos inh: blocks the phosphatase activity of human Eya2 | 0.006% of 330,000 active | Potency, µM (titrated, usually from 76.9 µM), inactives show top-dose activity, negative = inhibition, hits mostly inhibitors | recombinant Eya2, OMFP fluorescence dephosphorylation (OMFP is methylfluorescein phosphate); further: potency means the concentration at half of the fitted maximal effect; on the % scale 0 is the no-effect control and ±100 the full control effect
#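 Eya2 (0.2 uM) preincubated 10 min at ambient with compound, then OMFP substrate added at 50 uM; 10 min reaction in 50 mM HEPES pH 7.5, 50 mM NaCl, 5 uM MgCl2, 0.05% BSA, 1 mM DTT. Fluorescence read at Ex 485/Em 525 nm.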
# S-ASM inh: inhibitors of human secretory acid sphingomyelinase | P17405 | placental ASM, HMU-PC fluorogenic substrate, 60 min | Potency, µM (titrated, usually from 57.5 µM), without a hit: top-dose activity change, negative = inhibition, actives largely listed as inhibitors | 0.006% of 340,000 active | AID 504937; further: potency means the concentration at half of the fitted maximal effect
#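 Human placenta-derived ASM enzyme was preincubated with compound for 10 minutes at room temperature, then given fluorogenic substrate HMU-PC0 (9 uM final) for 60 minutes at 37 °C; a pH 10 stop preceded fluorescence reading at Ex 386/Em 447 nm.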
# MBNL1-CUG inh: MBNL1-poly(CUG) RNA binding inhibition; Q9NR56; TR-FRET MBNL1-His/biotin-(CUG)12 binding, 665/545 ratio; Potency, µM (series often up to 57.5 µM), without a hit: at the highest dose activity change, negative = inhibition, most hits filed as inhibitors; 0.036% of 280,000 active; AID 2675; active means well fitted inhibition curve with a large enough effect in the signal ratio, with a control signal flat, not every such curve was filed as active; inconclusive means small, poorly fitted or top-dose-only effect, or effect the other way, or a change in a side signal; inactive means no such curve, though single readings can be large or run the other way; the % refers to the signal ratio; further: potency means the concentration at half of the fitted maximal effect; on the % scale 0 is the no-effect control and ±100 the full control effect
#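 TR-FRET between His-tagged MBNL1 and biotin-(CUG)12 RNA, detected with Tb anti-His antibody (0.055 ng/ul) and streptavidin-XL665 (5 nM), 60 min at room temperature. Compounds titrated 92 nM to 58 uM; 665/545 nm ratio normalized to buffer and complex controls.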
# Menin-MLL TR inh: inhibitors of human menin-MLL interaction, mutant MLL peptide | Menin + Texas Red MLL mutant peptide, fluorescence polarization | Potency, µM (highest dose often 61.6 µM), inactives show at the top dose FP activity change, negative = inhibition, most hits filed as inhibitors | 0.23% of 270,000 active | AID 1768; active means well fitted inhibition curve with a large enough effect in the polarisation, with a control signal flat, not every such curve was filed as active; inconclusive means small, poorly fitted or top-dose-only effect, or effect the other way, or a change in a side signal; inactive means no such curve, though single readings can be large or run the other way; the % refers to the polarisation; further: potency means the concentration at half of the fitted maximal effect; % of control where 0% means no effect; many of its hits are not listed in these tables
# Mito fusion yeast: inhibitors of mitochondrial division or activators of mitochondrial fusion; S. cerevisiae fusion-defective mutant growth rescue, CellTiterGlo 48 h; Potency, µM (titrated, usually from 46.1 µM), without a hit: at the highest dose growth rescue (activation), actives largely listed as activators; 0.23% of 320,000 active;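 further: potency means the concentration at half of the fitted maximal effect; % of control where 0% means no effect; nearly all actives have a fitted effect of over 45% in size; temperature-sensitive fusion mutants such as fzo1-1 at 37 °C on non-fermentable ethanol glycerol medium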
#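 Luminescent cell viability in 1536-well qHTS format served as the measure of rescued growth in ts fusion-mutant S. cerevisiae cultured on non-fermentable YPEG for 48 hours at 37C.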
# TSHR antag: human thyrotropin receptor antagonism; P16473; TSHR-expressing cells, TSH-stimulated cAMP HTRF, 2 h; hits give low values; activity change, negative = inhibition, % at 11.5 µM; 0.2% of 330,000 active;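 active means activity change below a set negative limit, meaning inhibition stronger than a set level, cut at about -70% in these data; inconclusive means activity change between two set negative limits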; further: on the % scale 0 is the no-effect control and ±100 the full control effect
#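 Freshly harvested TSHR cells receive pin-tooled compound, then EC80 TSH at 4nM final. After 2 hours at 37 deg C, antibody in lysis buffer and cAMP-d2 are added; 30 minutes at ambient temperature precede the HTRF read.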
# The depositor's hits bear a star; u = inconclusive; x = not tested or not shown; [ ] = remark or other dose. Unless noted, the call rests on the fitted dose curve; in most records, active means well fitted curve in the direction sought with a large enough effect; inconclusive means small, poorly fitted or top-dose-only effect, or another doubt; inactive means no such curve, though single readings can be large; an effect the other way counts as inactive or inconclusive. An excerpt (hit frequency here may not be typical).
SMILES,PKM2 act,USP2a inh,GALK inh,BCR signal inh,hERG WT inh,Eya2 phos inh,S-ASM inh,MBNL1-CUG inh,Menin-MLL TR inh,Mito fusion yeast,TSHR antag
COc1ccccc1CNC(=O)CN(C)S(=O)(=O)c1ccc2c(c1)c(=O)n(C)c(=O)n2C,x,5%,2%,0%,-6,3%,-2%,-5%,x,0%,1
CCn1c(=O)c2sccc2n(CC(=O)NC2CCCCC2)c1=O,5%,4%,15%,3%,1,8%,0%,-2%,u,-28%,6
CCn1cc(CN2CCC(n3nccc3NC(=O)CCCc3ccccc3)CC2)c(C)n1,x,0%,0%,-7%,16,4%,3%,-5%,-12%,1%,-4
O=C(O)c1ccc(Nc2nc(-c3ccccc3)cs2)cc1,5%,5%,-5%,u,-4,6%,-7%,13%,u,1%,-25
CC(=O)Nc1ccc(SC[C@H](CC(C)C)N2CCN(CCc3ccccc3)CCC2=O)cc1,-9%,3%,-2%,-6%,-31,-10%,-3%,-2%,x,8%,9
Cc1ccc(NC(=O)c2ncn[nH]2)cc1,-5%,-7%,0%,u,0,-4%,3%,9%,14%,0%,-8
O=C(Cn1ncc2c([nH]c3ccccc32)c1=O)Nc1ccc(CN2CCCCC2)cc1,x,1%,1%,0%,5,-5%,-5%,2%,2%,-8%,-4
CCCC(=O)NCCCCNC(=O)CCC,-2%,4%,5%,1%,22,18%,6%,1%,-6%,0%,-9
CCOC(=O)c1ccc(N2CCOCC2)c(NC(=O)c2c(-c3ccccc3)noc2C)c1,-25%,2%,x,u,-2,1%,-1%,2%,x,-2%,2
CC(C)NC(=O)N(C)C[C@H]1Oc2ccc(NC(=O)Cn3cnnn3)cc2C(=O)N([C@H](C)CO)C[C@@H]1C,x,-1%,x,4%,7,-15%,18%,x,x,x,-7
O=C(O)C1CC=CCC1C(=O)NCCc1cccc(Cl)c1 (stereo unspecified),-18%,0%,-4%,3%,x,4%,0%,-8%,-2%,0%,15
O=C(CC1NCCc2ccccc21)Nc1ccc(Oc2ccccc2)cc1 (stereo unspecified),-2%,1%,1%,u,-2,-11%,-1%,1%,u,15%,-1
Cc1ccc(NC(=O)CC2NCCN(Cc3ccccc3)C2=O)cc1 (stereo unspecified),u,-2%,x,7%,-6,3%,-1%,-4%,x,0%,8
CCN(CC)S(=O)(=O)c1ccc(-c2csc(C)n2)s1,7%,3%,x,u,5,6%,0%,21%,x,1%,2
CCCc1c(NC(=O)Nc2ccc(F)cc2)cnn1-c1ccccc1,-1%,14%,-4%,8%,18,6%,-1%,-1%,x,4%,17

# Some of the entries above, set out differently.
SMILES	PKM2 act	USP2a inh	GALK inh	BCR signal inh	hERG WT inh	Eya2 phos inh	S-ASM inh	MBNL1-CUG inh	Menin-MLL TR inh	Mito fusion yeast	TSHR antag
Cc1ccc(NC(=O)c2ncn[nH]2)cc1	-5%	-7%	0%	u	0	-4%	3%	9%	14%	0%	-8
O=C(Cn1ncc2c([nH]c3ccccc32)c1=O)Nc1ccc(CN2CCCCC2)cc1	x	1%	1%	0%	5	-5%	-5%	2%	2%	-8%	-4
CCCC(=O)NCCCCNC(=O)CCC	-2%	4%	5%	1%	22	18%	6%	1%	-6%	0%	-9
CCOC(=O)c1ccc(N2CCOCC2)c(NC(=O)c2c(-c3ccccc3)noc2C)c1	-25%	2%	x	u	-2	1%	-1%	2%	x	-2%	2

# The results go on.
SMILES,PKM2 act,USP2a inh,GALK inh,BCR signal inh,hERG WT inh,Eya2 phos inh,S-ASM inh,MBNL1-CUG inh,Menin-MLL TR inh,Mito fusion yeast,TSHR antag
CC(C)OC(=O)CC1=NC(=O)CS1,1%,2%,3%,0%,-16,24%,0%,-7%,0%,0%,-5
Cc1ccccc1C(=O)Nc1cc(NC(=O)c2ccccc2C)cc(C(=O)O)c1,3%,2%,-1%,2%,-28,13%,2%,8%,13%,-1%,-7
Cc1cc(NC(=O)c2cncc(Br)c2)no1,-3%,0%,-1%,u,-2,7%,1%,-11%,-27%,4%,-6
Cc1cc(C(=O)CSc2nnnn2-c2ccc(Cl)cc2)c(C)n1CC1CCCO1 (stereo unspecified),3%,1%,0%,u,12,-26%,0%,-1%,-2%,-6%,1
COCCn1cnnc1SCC(=O)Nc1sccc1C(N)=O,-2%,1%,1%,1%,10,12%,-1%,4%,-1%,2%,-12
CC(=O)c1cccc(NC(=O)CC(C)n2ccnc2)c1 (stereo unspecified),x,-3%,x,-1%,36,-21%,4%,-3%,11%,-7%,-1
O=C(COc1cc(F)ccc1[N+](=O)[O-])N1N=C(c2cccs2)CC1c1ccco1 (stereo unspecified),x,0%,x,5%,0,u,-1%,x,x,18%,17
COCCNC(=O)CN1C(=O)NC2(CCOc3ccccc32)C1=O (stereo unspecified),-1%,1%,-5%,-1%,-3,14%,-1%,2%,-7%,-1%,12
CCOc1cc(S(=O)(=O)NCc2ccccc2)ccc1Br,8%,4%,-3%,3%,-8,-21%,-1%,-3%,25%,2%,-1
Cc1ccc(Cn2nc(C)c(NC(=O)CCCn3nc([N+](=O)[O-])c(Cl)c3C)c2C)cc1,1%,0%,-3%,u,13,-3%,0%,u,1%,-4%,-2
COc1ccc(N2CCN(C(=O)c3ccc(CS(=O)c4cccc(C)c4)o3)CC2)cc1 (stereo unspecified),x,2%,-2%,-22%,-1,7%,-2%,0%,x,4%,-6
Cn1nc(-c2ccc(C(=O)N3CCN(CCO)CC3)cc2)c2ccccc2c1=O,-4%,1%,0%,0%,-6,1%,4%,11%,5%,0%,13
CN1CCN(C(c2cccc(Cl)c2)c2ccccc2Cl)CC1 (stereo unspecified),1%,0%,0%,-1%,u,-6%,4%,-10%,2%,-15%,17
CCOCc1nc(N)[nH]c(=O)c1Cc1ccc(OC(C)C)cc1,-2%,3%,0%,0%,0,1%,0%,-1%,17%,-2%,-1
Cc1ccc(NC(=O)CSc2nnc(C3COc4ccccc4O3)o2)c(Cl)c1 (stereo unspecified),0%,1%,7%,-2%,-1,-7%,9%,-1%,1%,-1%,9
CCc1ccc(NC(=O)CS(=O)CC(=O)NCC2OCCc3ccccc32)cc1 (stereo unspecified),-2%,2%,-3%,-3%,-2,-22%,-1%,-1%,11%,-3%,5
Cc1ccc(C(=O)N/N=c2\oc3ccccc3cc2C(N)=O)cc1,x,0%,10%,4%,-9,6%,-4%,u,u,5%,-8
COCC(=O)Nc1nc2n(n1)C(c1ccccc1)CC(c1ccc(OC)cc1)N2 (stereo unspecified),2%,3%,2%,0%,28,5%[15.4 µM],101%[activator],4%,-3%,1%,6
O=C(COc1ccc(-n2ccnc2)cc1)Nc1cccc(F)c1,1%,-1%,2%,17%,7,3%,2%,-3%,x,0%,5
O=[N+]([O-])c1ccc(SCc2ccncc2)nc1,x,1%,9%,u,-5,-3%,2%,u,23%,-12%,-4
CC(C)CNC(=O)COC(=O)C1c2ccccc2Oc2ccccc21,x,3%,4%,u,-2,-4%,-6%,5%,-10%,14%,3
COC(=O)c1ccc(Cn2cnc3c(sc4nc(N5CCOCC5)c5c(c43)CCCC5)c2=O)o1,6%,0%,-2%,-1%,3,-16%,-12%,19%,17%,13%,-11
CC(C)NC(=O)NC(=O)CN1C(=O)NC2(CCc3ccccc3C2)C1=O (stereo unspecified),x,-4%,2%,1%,4,7%,6%,-1%,-19%,0%,-4
